CRE Fsk mod: modulators of forskolin-stimulated CRE signaling in CHO cells; Potency, µM (titrated, usually from 38.2 µM), without a hit: at the top dose activity change, negative = inhibition, usual class: activators; 71,000 compounds, 2.5% hits; CHO CRE-bla reporter (cAMP response element driving beta-lactamase), forskolin EC10, beta-lactamase ratio; active = well fitted activation curve with a large enough effect in the signal ratio, with a control signal flat, not every such curve was filed as active; inconclusive = small, poorly fitted or top-dose-only effect, or effect the other way, or a change in a side signal; the % refers to the signal ratio; also: potency is read from the fitted curve at half-maximal effect; % of control where 0% means no effect
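qHTS titration format; CRE-bla CHO reporter; stimulus EC10 NKH 477, a water-soluble forskolin. Read: CCF4 460/530 nm ratio. Potency expressed as AC50 for activators or inhibitors.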
HBB splicing: alters splicing of the hemoglobin beta chain; HBB splicing reporter cell assay, activation; EGFP reporter with mutant IVS2-654 intron; response scale: normalised to 500 nM splice-correcting PNA; Potency, µM (doses to about 46.1 µM), for inactives: at the highest dose activation, most hits filed as activators; 65,000 compounds, 0.06% hits; AID 925; also: potency is read from the fitted curve at half-maximal effect; 0% is about no effect
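HeLa cells stably expressing EGFP interrupted by mutant beta-globin intron 2 (IVS2-654), 500/well in 2% FCS. Treated with compound for 2 days at 37C. Splicing correction scored as total well GFP intensity (488 nm excitation, 500-520 nm emission); 500 nM antisense PNA served as control.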
15-hLO inh: blocks human 15-lipoxygenase activity | Potency, µM (series often up to 57.1 µM), inactives show at the highest dose activity change, negative = inhibition, actives largely listed as inhibitors | 74,000 compounds, 1.4% hits | purified 15hLO-1, xylenol orange hydroperoxide absorbance | P16050 | AID 887; also: potency is read from the fitted curve at half-maximal effect; % is scaled to controls: 0 for no effect and ±100 for the full control effect; nearly all actives have a fitted effect of over 55% in size
Target sequence (P16050 whole entry, looked up): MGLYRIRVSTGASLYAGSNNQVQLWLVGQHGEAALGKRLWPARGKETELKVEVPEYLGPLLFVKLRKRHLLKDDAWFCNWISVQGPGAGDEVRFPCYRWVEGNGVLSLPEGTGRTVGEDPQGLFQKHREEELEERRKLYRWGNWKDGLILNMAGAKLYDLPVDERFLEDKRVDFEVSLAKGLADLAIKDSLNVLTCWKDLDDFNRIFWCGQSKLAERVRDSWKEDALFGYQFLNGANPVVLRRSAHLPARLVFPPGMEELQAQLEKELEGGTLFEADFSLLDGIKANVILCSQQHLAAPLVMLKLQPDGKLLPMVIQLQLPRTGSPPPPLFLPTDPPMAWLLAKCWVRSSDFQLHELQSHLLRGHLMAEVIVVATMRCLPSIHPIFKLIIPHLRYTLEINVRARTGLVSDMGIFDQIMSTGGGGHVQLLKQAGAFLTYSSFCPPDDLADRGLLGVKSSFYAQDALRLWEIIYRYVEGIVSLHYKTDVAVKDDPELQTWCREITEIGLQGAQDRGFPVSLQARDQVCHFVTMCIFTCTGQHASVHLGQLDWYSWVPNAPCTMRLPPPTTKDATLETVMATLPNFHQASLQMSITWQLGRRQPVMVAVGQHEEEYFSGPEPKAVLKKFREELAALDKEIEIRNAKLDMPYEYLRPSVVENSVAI
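Purified human 15hLO-1 (40 nM) in 25 mM Hepes pH 7.5, 0.01% Triton X-100, preincubated 15 min RT with compound, then 50 uM arachidonic acid for 6 min. Hydroperoxide read by ferrous/xylenol orange, 30 min; 573/405 nm absorbance ratio gave progress.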
A350 autofl: compound fluoresces in the Alexa 350 spectral region; max dye-equivalent concentration, M; 59,000 compounds, 11% hits; Compound autofluorescence, 340/450 nm, Alexa 350 dye-equivalents; stronger effect = higher value; in the data active = max dye-equivalent concentration above about 10 nM; inconclusive = mostly about 1.1 nM to 9.6 nM
4MU fluor: compounds fluorescent in 4-MU spectral region; 59,000 compounds, 11% hits; AID 589; compound autofluorescence, 340/450 nm, 4-MU equivalents; stronger effect = higher value; max dye-equivalent concentration, M; in the data active = max dye-equivalent concentration above about 10 nM; inconclusive = mostly about 1.1 nM to 9.6 nM
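Compounds in 100 mM Tris, pH 8.0, sat 15 min at room temperature before fluorescence was read at 340 nm excitation/450 nm emission; a per-plate six-point 4-MU standard curve converted signals to dye-equivalent concentration at each compound concentration.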
BRCT PPI red: BRCT-phosphoprotein interaction inhibition (red fluorophore); BRCT-phosphopeptide binding, red fluorescence polarization; Potency, µM (doses to about 76.9 µM), for the others: at the highest dose activity change, negative = inhibition, most hits filed as inhibitors; 75,000 compounds, 0.03% hits; also: % is scaled to controls: 0 for no effect and ±100 for the full control effect
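Rhodamine-labelled pBACH1 10-mer (100 nM) bound to BRCT domain (100 nM) at pH 7.3; compounds incubated 12 min room temperature, polarization read. Free peptide defines full inhibition; unlabelled decapeptide titrated as control.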
BRCT inh green: inhibitors of human BRCA1 BRCT-phosphoprotein interaction (green fluorophore); P38398; BRCA1 BRCT-phosphopeptide binding, green fluorescence polarization; Potency, µM (titrated, usually from 76.9 µM), inactives show at the top dose activity change, negative = inhibition, hits mostly inhibitors; 75,000 compounds, 0.05% hits;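 also: potency is read from the fitted curve at half-maximal effect; plate controls were peptide without protein for full effect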
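Compounds were incubated for 12 min at room temperature with a complex of 100 nM fluorescein-tagged pBACH1 decapeptide and 250 nM His-tagged BRCT protein. Buffer was phosphate pH 7.3 with EDTA, DTT and Tween 20. Disruption of binding lowers the polarization signal.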
Hsp90 Hop PPI: changes Hsp90-Hop TPR2A binding signal, up or down | AlphaScreen TPR2A-His6 binding biotin-Hsp90 C-terminal peptide | Potency, µM (top dose mostly 57 µM), inactives show at the top dose activity change, negative = inhibition | 71,000 compounds, 0.44% hits; active = well fitted curve in either direction with a large enough effect; inconclusive = small, poorly fitted or top-dose-only effect, or another doubt; also: potency is read from the fitted curve at half-maximal effect; % is scaled to controls: 0 for no effect and ±100 for the full control effect; many of its hits are not listed in these tables
UbGFP stabilizer: ubiquitin-GFP accumulation via proteasome inhibition. Ubiquitin-GFP reporter cells, proteasome inhibition, GFP fluorescence; response scale: untreated = 0%, 10 µM MG-132 = 100%. Potency, µM (highest dose often 45.9 µM), for inactives: at the top dose activation (GFP accumulation), most hits filed as activators. 67,000 tested, under 10 active. AID 526; active = well fitted activation curve with a large enough effect, not every such curve was filed as active; inconclusive = small, poorly fitted or top-dose-only effect, or another doubt; inactive = no such curve, though single readings can be large or run the other way; also: potency is read from the fitted curve at half-maximal effect
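Reporter cells (U2OS, ubiquitin-G76V-GFP fusion) are plated overnight, then treated 4 hr at 37 °C with compound titrations from 46 uM down to 2.9 nM. Activity is scaled against untreated cells and 10 uM MG-132.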
Epigenetic mod: epigenetic modulators derepressing GFP locus in mouse cells; mouse C127i GFP locus derepression, cytometry, 30 h; Potency, µM (series often up to 46.1 µM), for the others: at the highest dose GFP derepression (activation); 68,000 compounds, 0.09% hits; AID 597; also: % of control where 0% means no effect
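Locus derepression in mouse mammary C127i cells whose integrated CMV-GFP reporter is normally silent; GFP expression after 30 h compound treatment was quantified by counting fluorescent cells.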
Pol III holo inh: DNA polymerase III holoenzyme inhibition | reconstituted DNA polymerase III holoenzyme replication, biochemical | Potency, µM (titrated, usually from 57.1 µM), for inactives: top-dose activity change, negative = inhibition | 71,000 compounds, 0.25% hits | AID 603; also: potency is read from the fitted curve at half-maximal effect; % is scaled to controls: 0 for no effect and ±100 for the full control effect
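Reconstituted *E. coli* holoenzyme (0.35 nM Pol III, 1 nM beta, 154 nM SSB, 2 nM primase) was preincubated with compound for 15 min at RT. Synthesis on 1.4 nM ssM13Gori ran 35 min, then was stopped with PicoGreen/EDTA and read as dsDNA fluorescence.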
Active calls of the source: *; i = inactive; ? = inconclusive; / = no result given; & = joins results of further samples; [ ] = remark or other dose. Unless noted, calls follow the shape of the dose curve; as a rule, active = well fitted curve in the direction sought with a large enough effect; inconclusive = small, poorly fitted or top-dose-only effect, or another doubt; inactive = no such curve, though single readings can be large; an effect the other way counts as inactive or inconclusive.

SMILES	CRE Fsk mod	HBB splicing	15-hLO inh	A350 autofl	4MU fluor	BRCT PPI red	BRCT inh green	Hsp90 Hop PPI	UbGFP stabilizer	Epigenetic mod	Pol III holo inh
O=c1cc(N2CCN(Cc3ccccc3)CC2)[nH]c(=O)n1Cc1ccc(F)cc1	?	-2.1%	-6%	i	i	1.7%	-1.7%	-3%	3%	8%	-7%
O=C(NCC1CCCO1)c1cc(-c2ccccc2)on1 (configuration not stated)	-6%	-0.2%	2%	i	i	0.8%	-1.8%	-6%	-2%	11%	-4%
O=C(O)C1CCN(Cc2cnn(-c3ccccc3)c2-n2cccc2)CC1	?	0.6%[0.369 µM]	-13%	i	i	-2.1%	-1.5%	-4%	/	0%	-5%
CCC(=O)N1CCc2cc(Br)cc(S(=O)(=O)N3CCN(C(=O)c4ccco4)CC3)c21	4%	-0.7%	8%	i	i	-1.1%	4.5%	2%	-4%	6%	0%
N#CC12CCCCC1CC1CCCCC1(C#N)N2CCO (configuration not stated)	-7%	2.1%[0.369 µM]	10%	i	i	1.1%	-1.9%	-1%	/	0%	-4%
Cc1ccc(-c2nsc3c(N4CCC(C(N)=O)CC4)ncnc23)cc1	5%	/	3%	6.9e-08M*	7.2e-08M*	-1.6%	0.8%	-1%	-3%	3%	-4%
O=C(NCCOc1ccccc1)c1ncn[nH]1	5%	0.9%	-2%	i	i	1.3%	0.0%	-29%	-2%	-4%	-1%
COc1ccccc1CNc1ccnc(-c2ccccc2C(F)(F)F)n1	-12%	0.5%	?	i	i	-2.0%	-1.2%	6%	1%	-2%[9.22 µM]	-4%
CCCN1C(=O)C(NS(=O)(=O)c2ccc(N)cc2)(C(F)(F)F)C(C(=O)OC)=C1C (configuration not stated)	1%	2.6%	3%	i	i	-1.3%	-0.9%	3%	-2%	-8%	3%
N#CCCN(C1CCCCC1)S(=O)(=O)CCOc1ccccc1	?	-1.9%	1%	i	i	0.9%	-1.8%	6%	0%	-2%	-1%
O=C(CCCSc1nc2ccccc2s1)NC1=NCCS1	-4%	-3.4%	20%	i	i	-1.0%	-0.6%	0%	1%	2%	-3%
CCOc1ccc(-c2nnc3ccc(SCC(=O)N4CCCCC4)nn23)cc1	-4%	0.3%	0%	/	/	-1.9%	0.7%	-4%	-2%	/	-4%
CCC(O)c1cc2c(cc1NC(=O)c1ccc(C)cc1)OCCO2 (configuration not stated)	-1%	-0.5%	?	i	i	1.6%	2.6%	-11%	2%	4%	0%
CSc1nc(C)cc(OCC(=O)n2nc(C)cc2C)n1	-12%	3.0%	-2%	?	i	1.6%	0.7%	-3%	0%	28%	-9%
Cc1sc(CO)c(Sc2ccccc2)c1C(=O)O	-18%	-0.3%	-1%	i	i	-0.1%	-0.9%	-6%	-10%	3%	-2%

Overlap with the part before: 5 compounds, then new ones.
SMILES	CRE Fsk mod	HBB splicing	15-hLO inh	A350 autofl	4MU fluor	BRCT PPI red	BRCT inh green	Hsp90 Hop PPI	UbGFP stabilizer	Epigenetic mod	Pol III holo inh
O=C(CCCSc1nc2ccccc2s1)NC1=NCCS1	-4%	-3.4%	20%	i	i	-1.0%	-0.6%	0%	1%	2%	-3%
CCOc1ccc(-c2nnc3ccc(SCC(=O)N4CCCCC4)nn23)cc1	-4%	0.3%	0%	/	/	-1.9%	0.7%	-4%	-2%	/	-4%
CCC(O)c1cc2c(cc1NC(=O)c1ccc(C)cc1)OCCO2 (configuration not stated)	-1%	-0.5%	?	i	i	1.6%	2.6%	-11%	2%	4%	0%
CSc1nc(C)cc(OCC(=O)n2nc(C)cc2C)n1	-12%	3.0%	-2%	?	i	1.6%	0.7%	-3%	0%	28%	-9%
Cc1sc(CO)c(Sc2ccccc2)c1C(=O)O	-18%	-0.3%	-1%	i	i	-0.1%	-0.9%	-6%	-10%	3%	-2%
CC(=O)Nc1ccc(S(=O)(=O)NCc2csc(C)n2)cc1	5%	-0.6%	5%	i	i	0.2%	-2.6%	-5%	1%	2%	-10%
O=C(Cn1cnc2ccccc21)NCCCN1CCOCC1	1%	0.8%	2%	i	i	-1.0%	-2.0%	-1%	6%	2%	-2%
CCO/C(C)=C1\C(=O)N(CC)c2ccccc21	15%	-2.5%	-5%	/	/	-0.1%	0.3%	-2%	9%	0%	-1%
c1ccc2c(-c3ccncc3)c[nH]c2c1	?	/	6%	i	i	-0.4%	-2.3%	0%	-2%	0%	-8%
CS(=O)(=O)N1CCCC(C(=O)NCCCN2CCC(Cc3ccccc3)CC2)C1 (configuration not stated)	-4%	0.2%	6%	i	i	-1.6%	0.4%	-5%	12%	0%	1%
CCOC(=O)CSc1nnc(-c2ccc(NS(=O)(=O)c3ccc(C)cc3)cc2)o1	23%	0.2%	-5%	i	i	-2.6%	-3.1%	-1%	2%	-1%	2%
COC(=O)COc1cccc(NC(=O)c2cccs2)c1	1%	-0.2%	2%	i	i	-0.4%	1.4%	?	-1%	0%	-6%
C=C(C#N)C(=O)OCC	0%	1.0%	0%	/	/	-0.6%	-3.2%	-9%	/	/	0%
COc1cc(S(=O)(=O)N2CCCCCC2)c(OC)cc1Br	-6%	-1.0%[9.22 µM]	2%	/	/	-0.5%	-1.0%	10%	4%	-4%	1%
COc1ccc(N2C(=O)CSC2c2ccc3c(c2)OCO3)c(OC)c1 (configuration not stated)	?	-2.2%	4%	i	i	0.2%	0.3%	2%	3%	-1%	-6%
O=C(c1ccco1)N1CCN(Cc2cccc(F)c2)CC1	?	1.8%	-2%	i	i	1.6%	0.1%	-5%	8%	-3%	0%
Cc1ccc(-n2c(SCC(=O)Nc3nccs3)nc3c(c2=O)SCC3)cc1	?	0.5%	?	i	i	-0.3%	-1.4%	4%	-10%	4%	-1%
Cc1nc2ccc(NC(=O)N3CCN(c4ccccn4)CC3)cc2s1	12%	-0.7%	-8%	i	i	1.0%	1.0%	1%	-2%	0%	-10%
COc1ccc(C(=O)NCc2nnc(SCC(=O)N3CCC(C)CC3)o2)cc1OC	14%	-1.3%	11%	i	i	0.2%	-0.1%	-10%	10%	-1%	-5%
COc1ccc(-c2cc([C@H](O)[C@@H]3CCCCN3)c3ccccc3n2)cc1	-21%[7.6 µM]	0.8%[9.22 µM]	5%[11.4 µM]	6.3e-08M*	5.7e-08M*	-1.1%[15.4 µM]	0.8%[15.4 µM]	-4%[11 µM]	-1%[9.17 µM]	3%[9.22 µM]	-10%[11.4 µM]
O=C(c1ccco1)N1CCN(C(=O)c2cccn3c(=O)c4c5c(sc4nc23)CCCC5)CC1	?	-2.2%	3%	5.5e-08M*	5.7e-08M*	-1.7%	-2.7%	9%	-4%	1%	0%
Cc1ccc2cccc(NC(=O)C(F)(F)F)c2n1	12%	-0.9%	4%	?	i	-0.5%	0.0%	-8%	1%	0%	-5%
COc1ccc(C(=O)Nc2ccccc2C(=O)NCCN2CCOCC2)cc1	11%	-0.4%	-4%	?	i	-2.6%	0.2%	-2%	-8%	-3%	-5%
CN=C(Nc1cc(C)nn1CCC#N)c1ccc(F)cc1	?	0.3%[57.5 µM]	4%	i	i	1.8%	-0.1%	-1%	-5%	2%	-3%
Cc1ccc(C(=O)CSc2nnc(COc3cc(C)cc(C)c3)o2)cc1	13%	/	-13%	i	i	-2.4%	-4.0%	4%	5%	4%	-3%
O=C(Nc1ccc(N2CCN(C(=O)c3ccco3)CC2)cc1)c1cccs1	-1%	/	-1%	i	i	1.9%	-3.4%	-5%	4%	-2%	-4%
COc1cc(NC2=CC(=O)CC(C)(C)C2)cc(OC)c1	?	0.3%[0.0738 µM]	2%[11.4 µM]	/	/	-1.4%	0.4%	-5%[11 µM]	-14%[9.17 µM]	2%	-1%[11.4 µM]
Cc1cc(C)cc(NC(=O)C2CCCN(c3nc(C)cc(C)n3)C2)c1 (configuration not stated)	0%	/	9%	i	i	-0.3%	-0.4%	-4%	5%	-2%	-7%
Cc1ccc(-c2nn[nH]n2)o1	6%	/	-1%	?	?	-0.4%	-3.4%	-4%	-2%	-1%	-8%
NC(=O)CSc1ncc(-c2ccccc2)[nH]1	-2%	-0.1%[57.5 µM]	13%	i	i	-0.7%	-3.8%	-5%	-1%	5%	-2%
c1ccccc1	-3%&-1%	-0.7%&0.8%	-6%&-1%	/	/	1.4%&0.5%	-0.2%&0.7%	-4%&1%	/	/	0%&-4%

From PubChem
